# Screens from PubChem BioAssay.
# Keap1 Nrf2 FP – disrupts human Keap1 binding to Nrf2 peptide | Keap1 Kelch-Nrf2 peptide fluorescence polarization, 1536-well | inhibition, % at 9.4 µM | actives 0.15% (n = 340,000) | AID 504523; in the data active = inhibition above about 12%; inconclusive = no clear call, values can overlap the other calls; inactive = below about 7.3%;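 note: human Keap1 Kelch domain with fluorescein labeled Nrf2 9mer peptide probe; 0% = neutral control wells and 100% = peptide positive control; higher means more block of Keap1 binding to Nrf2 peptide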
# Target sequence (Q14145 whole entry, looked up, the tested form may be a part): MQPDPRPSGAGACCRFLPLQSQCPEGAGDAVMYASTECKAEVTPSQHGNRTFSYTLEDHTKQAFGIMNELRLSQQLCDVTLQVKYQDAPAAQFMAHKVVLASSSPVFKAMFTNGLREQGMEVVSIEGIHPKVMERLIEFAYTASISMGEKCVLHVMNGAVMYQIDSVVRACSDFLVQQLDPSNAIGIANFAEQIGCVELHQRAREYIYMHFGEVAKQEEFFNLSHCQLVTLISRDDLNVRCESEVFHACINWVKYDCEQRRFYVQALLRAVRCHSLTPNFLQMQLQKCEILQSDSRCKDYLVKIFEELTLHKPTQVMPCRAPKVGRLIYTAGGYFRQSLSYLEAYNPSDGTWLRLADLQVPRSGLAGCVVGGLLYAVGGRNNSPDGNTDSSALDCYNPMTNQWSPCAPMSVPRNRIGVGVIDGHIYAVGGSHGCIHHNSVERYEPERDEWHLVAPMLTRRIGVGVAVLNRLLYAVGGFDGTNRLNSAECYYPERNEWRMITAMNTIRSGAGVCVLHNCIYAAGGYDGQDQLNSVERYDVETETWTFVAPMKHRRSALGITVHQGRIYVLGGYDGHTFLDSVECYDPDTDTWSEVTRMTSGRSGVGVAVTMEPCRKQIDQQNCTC
# cardiac RTF act – increases calcium sensitivity of human cardiac regulated thin filaments; P19429+P45379; IANBD-labeled TnC RTF fluorescence at EC20 calcium; 0% EC20 calcium, 100% full calcium; activation, % at 7.2 µM; actives 0.24% (n = 340,000); AID 493008;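 active = activation above the mean over all tested compounds plus 3 SD, cut at about 30% in these data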;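 note: rise in fluorescence read as greater calcium sensitivity of cardiac thin filaments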
# OPRM1-OPRD1 ag – OPRM1-OPRD1 heterodimerization agonism | P35372+P41143 | cells, luminescence | activation, % at 9.3 µM | actives 0.3% (n = 340,000); in the data active = activation above about 18%;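 note: 0% = vehicle-treated cells and 100% = reference agonist; values of inactives mirror those of a sister screen read the other way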
# Cardiac RTF inh – cardiac RTF calcium desensitization | P19429+P45379 | IANBD-labeled cardiac RTF, Ca2+ fluorescence | inhibition, % at 7.15 µM | actives 0.12% (n = 340,000);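 active = inhibition above the mean inhibition of all tested compounds plus 3 SD, cut at about 17% in these data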;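 note: assay run at fixed EC70 calcium of 1.6 mM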
# V-ATPase pHluor – alters yeast V-ATPase proton transport; S. cerevisiae, pHLuorin cytosolic pH fluorescence; response, % at 10 µM; actives 0.37% (n = 350,000); AID 504577; in the data active = response mostly above about 7.3%, no sharp cut-off; inactive = mostly below about 5.4%; note: actives read high; inactives centre near 0; some compounds called inactive have numbers as strong as hits; reference of the scale not given here
# Pemphigus Ab inh – human desmoglein-3 autoantibody binding inhibition | P32926 | DSG3-coupled beads, scFv-anti-DSG3-GFP binding, flow cytometry; stronger effect = lower value | binding (percent of control), % at 10 µM | actives 0.48% (n = 310,000) | AID 588358;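 active = binding more than 3 SD below its plate's average and above zero; inconclusive = below that plate limit but binding exactly zero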;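 note: hits lower antibody fragment binding to DSG3; some compounds called inactive have numbers as strong as hits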
# Arrestin-AP2 inh – blocks beta-arrestin peptide binding to AP2 adaptin | FITC-arrestin peptide / GST-AP2 beads, flow cytometry; AP2 beta2 appendage carries R879A mutation | inhibition, % at 10 µM | actives 0.31% (n = 340,000) | AID 504490;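 active = inhibition above a set limit, near 3 SD of compounds lacking own fluorescence, cut at about 54% in these data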;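 note: plate controls were DMSO wells for no effect and 5 µM unlabelled arrestin peptide for full effect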
#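 System: GST-AP2 R879A glutathione beads; medium: PBS, Tween 20 0.05%, BSA 0.1%; reagent: fluorescein-tagged arrestin peptide at 50 nM final; schedule: pre-incubation 12 min, peptide binding 1 h, room temperature; detection: flow cytometry, FL1 (488/535 nm); read-out: inhibition as reduced fluorescein signal on beads, percent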
# C-LANA FP – blocks KSHV LANA C-terminal domain binding to DNA; MBP-C-LANA/FAM-LBS DNA binding, fluorescence polarization; actives 0.078% (n = 340,000); inhibition, % at 9 µM; AID 504423;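 active = highest replicate inhibition at or above 60% at 9 µM, even if other replicates fall short; inactive = all replicates below 60% inhibition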;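 note: 0% = neutral control wells and 100% = 4 µM acridine orange control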
# Wnt bcat act – activates Wnt/beta-catenin signaling in a reporter cell assay | actives 1.2% (n = 300,000) | AID 743398 | activation, % at 9.35 µM | activator, plate reader; in the data active = activation above about 30%, passing the limit was not always enough; inconclusive = no clear call, values can overlap the other calls;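 note: 0% = neutral control wells and 100% = positive control wells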
# OPRM1-OPRD1 inv – mu-delta opioid heterodimer inverse agonism; P35372+P41143; cell-based MOR-DOR heterodimer luminescence; inhibition, % at 9.3 µM; actives 0.21% (n = 340,000); in the data active = inhibition above about 22%, passing the limit was not always enough;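 note: 0% = cells with DMSO and 100% = wells without cells with DMSO; values of inactives mirror those of a sister screen read the other way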
# An asterisk follows results filed as active; ? = inconclusive; . = no result given. Compounds were not picked by outcome. About 3.1% of those tested had a hit in this group.
# Abbreviations: A = Keap1 Nrf2 FP; B = cardiac RTF act; C = OPRM1-OPRD1 ag; D = Cardiac RTF inh; E = V-ATPase pHluor; F = Pemphigus Ab inh; G = Arrestin-AP2 inh; H = C-LANA FP; I = Wnt bcat act; J = OPRM1-OPRD1 inv
> CC1CCCCC1NC(=O)c1cncc(Br)c1 (centres undefined)
  A: -2.8; B: -3.9; C: -0.4; D: -7.1; E: 5.8; F: 100.6; G: 7.8; H: -0.7; I: .; J: 2.5

> CCOc1ccccc1C1CC(=O)NC(SCC)=C1C#N (centres undefined)
  A: -4.7; B: 2.8; C: -1.1; D: -7.8; E: 0.9; F: 107.9; G: 3.1; H: 3.3; I: -1.3; J: 6.2

> CCN(CC)c1ccc(C(=O)NNC(=O)CCl)cc1
  A: -1.7; B: 3.1; C: -3.2; D: 1.4; E: -0.3; F: 113.4; G: 49.4; H: -1.5; I: 0.7; J: 15.8

> Cc1ccccc1CC(=O)N1CCN(C(=O)C2CCCO2)CC1 (centres undefined)
  A: -6.9; B: -0.6; C: 0.2; D: -8.2; E: -1.1; F: .; G: 28.9; H: -0.5; I: 2.4; J: -1.0

> Cc1cccc(NC(=O)CSCC(=O)NCc2ccco2)c1
  A: -5.5; B: -4.1; C: -3.1; D: 0.7; E: -0.1; F: 104.4; G: 30.6; H: -0.3; I: 3.0; J: 10.1

> COc1ccc(-c2csc(NC(=O)CSc3nc(C)nc4sc(C(=O)O)c(C)c34)n2)cc1
  A: 2.0; B: 0.1; C: -2.1; D: 2.8; E: -1.8; F: 108.2; G: 7.5; H: 102.7*; I: -0.7; J: 11.2

> O=C(NCCCn1ccnc1)c1nc(Cn2cc([N+](=O)[O-])cn2)no1
  A: -3.9; B: -3.4; C: -0.6; D: -8.8; E: 3.9; F: 105.9; G: -2.6; H: 0.6; I: 0.1; J: 4.8

> COc1ccc(CCNC(=O)c2ccc(-c3ccc([N+](=O)[O-])cc3)o2)cc1OC
  A: -4.1; B: 0.1; C: 1.8; D: -7.5; E: -1.6; F: .; G: 29.4; H: -2.9; I: -1.1; J: -9.1

> CCN(CC)S(=O)(=O)c1ccc(N/N=C(\C)c2ccncc2)c([N+](=O)[O-])c1
  A: 2.8; B: -4.8; C: 1.9; D: 10.8; E: 2.1; F: .; G: 18.5; H: -0.1; I: -5.6; J: -14.5

> N#Cc1cc2c(nc1SCc1cccnc1)CCC2
  A: -3.8; B: -2.7; C: -4.1; D: -0.7; E: -1.0; F: 98.8; G: 21.5; H: -0.1; I: -1.4; J: 17.1

> CCC(C)(C)n1nnnc1C(c1ccc2ncccc2c1)N1CCCC(C)C1 (centres undefined)
  A: -2.3; B: -2.6; C: -2.3; D: -1.2; E: 6.9; F: 97.9; G: -3.7; H: 0.1; I: -2.1; J: 12.7

> COc1ccccc1C1CN(c2ccccc2)N=C1c1cccs1 (centres undefined)
  A: -1.8; B: -14.1; C: 4.0; D: -4.9; E: -58.6; F: 121.7; G: 7.0; H: -2.0; I: 6.7; J: -23.3

> CCCc1cc(C(=O)NCc2ccco2)no1
  A: -3.6; B: 4.1; C: -1.8; D: -9.7; E: -1.0; F: 96.6; G: -1.5; H: 2.0; I: 9.7; J: 10.1

> O=C(C1CCN(S(=O)(=O)c2cccs2)CC1)N1CCc2ccccc2C1
  A: -2.1; B: -3.2; C: -0.5; D: -6.1; E: -1.6; F: 100.5; G: 3.9; H: 0.1; I: .; J: 3.0

> O=S(=O)(N/N=C\c1cccn1-c1ccccc1)c1ccc2ccccc2c1
  A: -10.0; B: 5.9; C: 5.9; D: -3.8; E: 2.4; F: 103.3; G: -6.4; H: -1.1; I: .; J: -33.7

> O=C(Nc1nc(-c2ccc(Cl)s2)cs1)c1ccco1
  A: -4.5; B: 6.9; C: -0.1; D: -8.8; E: 0.3; F: 92.1; G: 15.9; H: -0.2; I: 0.2; J: 0.3

> O=C(c1ccco1)N1CCN(C(=O)N2c3ccccc3Sc3ccccc32)CC1
  A: -5.7; B: 1.9; C: -0.3; D: -8.9; E: -3.2; F: 102.0; G: 9.9; H: 1.5; I: -10.2; J: 1.9

> CCCCN(C(=O)CCC(=O)O)C1CC(=O)N(c2ccc(OCCC)cc2)C1=O (centres undefined)
  A: -3.0; B: 1.4; C: -0.9; D: -9.7; E: 0.9; F: 94.4; G: -8.6; H: -0.5; I: .; J: 5.0

> Cc1ccc(C(=O)Nc2ccccc2Cl)cc1
  A: -5.2; B: 2.9; C: -0.4; D: -5.7; E: 5.3; F: 105.7; G: -1.9; H: -0.5; I: 0.4; J: 2.1

> Cc1cccc(C)c1Nc1c(-c2ccc(N3CCOCC3)cc2)nc2cnccn12
  A: 0.1; B: 1.2; C: -1.1; D: 7.1; E: -2.8; F: 90.7; G: 1.4; H: 1.1; I: -2.4; J: 5.7

> CCCCn1cnc2c(SCCc3ccccc3)nc(N)nc21
  A: -1.8; B: 1.1; C: -2.9; D: -1.9; E: 2.3; F: 121.8; G: -7.2; H: 3.8; I: -5.4; J: 15.3

> Cc1ccsc1C(=O)NC1CCCCC1C (centres undefined)
  A: -2.2; B: 0.1; C: -1.7; D: -7.4; E: 4.1; F: .; G: -2.2; H: 0.7; I: 10.2; J: 7.2

> O=C(CSc1nnc(Cc2ccccc2)n1Cc1ccco1)NC12CC3CC(CC(C3)C1)C2
  A: 2.6; B: -0.5; C: -0.1; D: -6.4; E: 2.0; F: 108.5; G: -5.4; H: -1.7; I: .; J: 0.3

> COC(=O)c1ccc(NC(=S)NC2CC3CCC2C3)cc1 (centres undefined)
  A: -4.4; B: 0.7; C: 5.2; D: -0.1; E: 0.2; F: 104.1; G: -8.9; H: -0.4; I: .; J: -26.8

> COc1ccc(C2/C(=C(\O)c3ccc4c(c3)OCCO4)C(=O)C(=O)N2Cc2cccnc2)cc1 (centres undefined)
  A: -7.6; B: 3.5; C: -1.9; D: -2.4; E: -0.6; F: 131.1; G: -10.2; H: -0.3; I: 1.3; J: 9.6

> Cc1nc(SCc2ccc(F)cc2)n[nH]1
  A: 0.8; B: 1.3; C: -3.8; D: 1.9; E: -2.0; F: 104.2; G: 5.4; H: 0.9; I: 5.1; J: 18.1

> CCOc1ccc(N2CC(C(=O)Nc3ccc4c(c3)OCO4)CC2=O)cc1 (centres undefined)
  A: -2.0; B: 0.1; C: -0.3; D: -10.1; E: -1.4; F: 108.0; G: 5.9; H: 0.4; I: -0.9; J: 1.7

> O=C(O)CSc1c(O)c2ccccc2[nH]c1=O
  A: -0.9; B: 1.2; C: -1.1; D: -4.3; E: 3.9; F: 94.2; G: 7.2; H: 0.3; I: -6.7; J: 8.1

> O=C(Nc1ccc(F)c(Cl)c1)Nc1csc2ccccc12
  A: 7.1; B: -5.1; C: 3.4; D: 0.5; E: -3.5; F: 111.8; G: 19.6; H: -1.4; I: -0.1; J: -17.4

> O=C(Oc1ccc(Cl)cc1)N1CCOCC1
  A: 0.4; B: -1.9; C: -1.0; D: -3.3; E: 0.8; F: 108.3; G: 4.9; H: 1.6; I: 0.3; J: 5.1

> CC1=C(C#N)C(c2ccc(O)cc2)C2=C(CC(C)(C)CC2=O)N1 (centres undefined)
  A: 1.8; B: 3.6; C: -0.9; D: -17.2; E: 0.0; F: 85.4; G: 0.7; H: 0.1; I: .; J: 6.4

> COc1cccc(/C=N/NC(=O)c2cc3c(OC)ccc(OC)c3[nH]2)c1O
  A: -1.5; B: -0.9; C: -1.3; D: -5.9; E: 3.8; F: 92.1; G: 3.5; H: 3.6; I: -3.7; J: 6.7

> N#Cc1ccc(-c2ccc(Cl)cc2)nc1SCC(=O)c1cccc(Cl)c1
  A: -0.2; B: 0.3; C: -1.8; D: -10.0; E: -2.6; F: 106.3; G: 19.2; H: 0.0; I: 8.1; J: 10.9

> CNC(=O)c1sc2nc(-c3ccc(OC)cc3)cn2c1C
  A: 1.0; B: -1.8; C: -1.1; D: -2.6; E: -1.4; F: 105.0; G: 2.4; H: -1.3; I: -3.5; J: 6.8

> Cc1ccccc1NC(=O)/C(C#N)=C\c1cccnc1
  A: -1.1; B: 10.8; C: -0.8; D: -5.1; E: 0.0; F: 67.9; G: 7.8; H: -0.2; I: -1.0; J: 4.2

> O=S(=O)(/N=C(/Nc1nccs1)c1ccc(F)cc1)c1ccccc1
  A: -3.6; B: -0.7; C: -2.8; D: 3.8; E: 2.4; F: 130.4; G: 28.5; H: 0.5; I: -7.9; J: 14.7

> Cn1c(SCC(=O)Nc2nccs2)nnc1-c1cccnc1
  A: -3.6; B: -3.5; C: -2.3; D: 0.8; E: 4.0; F: 106.0; G: -19.5; H: -0.1; I: -2.8; J: 12.3

> COc1cc(OC)c(NC(=O)CCNC(=O)Cn2ccc3ccccc3c2=O)cc1Cl
  A: -8.1; B: 11.4; C: 0.9; D: -4.3; E: 1.2; F: 96.2; G: 5.4; H: 0.8; I: ?; J: -5.1

> CN1CCN(CCCNC(=O)c2ccc(/C=C3\Sc4ccccc4N(Cc4ccc(F)cc4)C3=O)cc2)CC1
  A: -2.0; B: 13.8; C: -0.4; D: -14.4; E: 1.4; F: 100.2; G: 31.8; H: -2.6; I: 6.0; J: 2.1

> Cc1ccc(-n2nnnc2-c2cnc3cc4c(cc3c2C)OCO4)cc1
  A: -3.1; B: 17.6; C: 4.4; D: 1.8; E: 5.6; F: 108.5; G: 4.5; H: -0.5; I: -8.6; J: -25.5

> COc1ccc(C(=O)NCc2ccccc2CN2CCCC2)cc1S(=O)(=O)N1CCOCC1
  A: -0.6; B: 4.4; C: -0.6; D: -32.0; E: 1.2; F: 109.3; G: -15.5; H: -0.5; I: -2.7; J: 3.6

> CCN1CCN(c2cc(C)c3cc(NC(=O)c4cnccn4)ccc3n2)CC1
  A: 1.2; B: 1.3; C: 0.7; D: -7.0; E: 6.5; F: 102.5; G: 5.8; H: -0.1; I: 0.2; J: -4.2

> CCn1nc(C(=O)OCC(=O)c2ccc3c(c2)OCCO3)c2ccccc2c1=O
  A: -5.2; B: 0.9; C: -1.3; D: 2.5; E: -1.2; F: 100.8; G: 1.3; H: -0.6; I: -1.1; J: 7.4

# An excerpt of these results, with values under each structure.
# Value order: Keap1 Nrf2 FP | cardiac RTF act | OPRM1-OPRD1 ag | Cardiac RTF inh | V-ATPase pHluor | Pemphigus Ab inh | Arrestin-AP2 inh | C-LANA FP | Wnt bcat act | OPRM1-OPRD1 inv
> CNC(=O)c1sc2nc(-c3ccc(OC)cc3)cn2c1C
→ 1.0 | -1.8 | -1.1 | -2.6 | -1.4 | 105.0 | 2.4 | -1.3 | -3.5 | 6.8
> Cc1ccccc1NC(=O)/C(C#N)=C\c1cccnc1
→ -1.1 | 10.8 | -0.8 | -5.1 | 0.0 | 67.9 | 7.8 | -0.2 | -1.0 | 4.2
> O=S(=O)(/N=C(/Nc1nccs1)c1ccc(F)cc1)c1ccccc1
→ -3.6 | -0.7 | -2.8 | 3.8 | 2.4 | 130.4 | 28.5 | 0.5 | -7.9 | 14.7
> Cn1c(SCC(=O)Nc2nccs2)nnc1-c1cccnc1
→ -3.6 | -3.5 | -2.3 | 0.8 | 4.0 | 106.0 | -19.5 | -0.1 | -2.8 | 12.3
